# High-throughput results (PubChem)
# GSIS activator – GLuc luminescence reporter in INS-1E cells, primary screen for activators of glucose-dependent secretion of insulin | actives 0.61% (n = 370,000) | activation, % at 16.6 µM | INS-1E GLuc reporter insulin secretion, 2-3 h | AID 743287, 2014;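 active means lowest replicate activation of at least 40%, so every replicate reaches that level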;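 further: 0% = median of neutral control wells and 100% = median of IBMX positive control wells; some compounds called inactive have numbers as strong as hits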
# PGC1a acetyl inh – inhibitors of PGC1a acetylation signal, primary screen, cell-based, U2OS, AlphaScreen, inhibitor mode | AlphaScreen anti-acetyl-lysine; with virally co-expressed GCN5 acetyltransferase | inhibition, % at 15.6 µM | actives 0.17% (n = 350,000) | AID 651687, 2012;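 active means every replicate shows inhibition of at least 40%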;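 further: 0% = neutral control wells and 100% = positive control wells; some results beyond the cut were filed as inactive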
# LGR2 inh – inhibitors of bursicon-induced LGR2 CRE-luciferase signal, primary screen, cell-based, HEK293, CRE-luciferase reporter, bursicon stimulation; Drosophila bursicon receptor LGR2 (rickets); bursicon-stimulated, 4 h; inhibition, % at 9.99 µM; actives 0.35% (n = 380,000); AID 720647, 2013;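 active means drop in luminescence signal, shown as inhibition above about 50% in the replicate tests, limit read from the data, passing the limit was not always enough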;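 further: agonist challenge used bursicon conditioned medium at about half maximal strength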
# An asterisk follows results filed as active; & = joins results of further samples. This is a subset; count on the stated rates, not on these rows.
SMILES,GSIS activator,PGC1a acetyl inh,LGR2 inh
CCOC(=O)c1c(N)sc(C(=O)N2CCCC2)c1C,-2,-1,6
CC=Cc1ccc2n(c1=O)C[C@@H]1[C@@H](CO)[C@H](C(=O)NCC3CC3)N(CCC)[C@H]21 (mixture of isomers),1,4,-5
COc1ccc2c3c([nH]c2c1)[C@@H](CO)N(CC1CCCC1)CC31CN(C)C1,1,-1,7
CCc1nnc(NC(=O)c2cccnc2)s1,25,-3,19
O=C(C1CCCCC1)N1CC(=O)N2[C@H](C1)[C@@H](c1ccc(C#CCc3ccccc3)cc1)[C@@H]2CO,3,-7,7
C[C@@H]1CN([C@H](C)CO)C(=O)c2cc(NC(=O)Nc3ccc(C(F)(F)F)cc3)ccc2O[C@@H]1CN(C)S(=O)(=O)c1cccs1,-26,0,-3
O=C(NCCN1CCCCC1)[C@@H]1N[C@@H]2c3ccc(-c4ccccc4)c(=O)n3C[C@@H]2[C@H]1CO,6,3,5
C=CC(C)n1c(Br)nc2c1c(=O)[nH]c(=O)n2C (configuration not stated),18,9,12
COc1cccc(NC(=O)N[C@@H]2C=C[C@H](CC(=O)N3CCCCC3)O[C@@H]2CO)c1,19,3,2
CC(C)CC#Cc1ccc([C@@H]2[C@@H](CO)N3C(=O)CN(C(=O)CN4CCOCC4)C[C@@H]23)cc1,-1,-5,23
CCC(=O)N1CC2(C1)CN(Cc1ccccc1Cl)[C@H](CO)c1c2c2ccc(OC)cc2n1C,-7,2,-2
COCC(=O)N1CC(=O)N2[C@H](CO)[C@@H](c3ccc(-c4ccccc4)cc3)[C@H]2C1,17,-8,17
COc1ccc2c3c([nH]c2c1)[C@H](CO)N(C(C)=O)CC31CCN(C(=O)c2cccc(F)c2)CC1,44,-2,-5
COc1ccc2c3c(n(C)c2c1)[C@H](CO)N(C(=O)CN1CCOCC1)CC31CN(C(C)=O)C1,14,10,-6
CCC(=O)N1CC2(CCN(S(C)(=O)=O)CC2)c2c(n(C)c3cc(OC)ccc23)[C@H]1CO,21,2,-2
Cc1ccccc1S(=O)(=O)N1[C@@H]2CNC[C@H]1C2c1ccc(/C=C/c2ccccc2)cc1 (some centres not stated),11&5,-5&0,-13&11
O=C(c1cccnc1)N1CC[C@@H]2[C@@H](CO)Nc3ccc(C#Cc4cccnc4)cc3[C@@H]21,-8,9,-2
Cc1cccc(-c2ccc([C@H]3[C@@H](CO)N4C(=O)CN(C(=O)NC5CCCCC5)C[C@@H]34)cc2)c1,-16,10,22
COc1ccc2c3c(n(C)c2c1)[C@@H](CO)N(C(=O)c1ccc(F)cc1)CC31CN(C(C)=O)C1,-4,-2,13
N#Cc1cccc(-c2ccc(C3[C@@H]4CN(C(=O)C5CCCC5)C[C@H]3N4)cc2)c1 (some centres not stated),-23&-11,2&-1,20&36
CC(C)NC(=O)N1CC2(C1)[C@H](c1ccccc1)[C@@H](CO)N2C(=O)C1CCOCC1,10,-1,-3
COc1ccccc1-c1ccccc1[C@H]1[C@@H](C#N)N(C(=O)C2CCOCC2)[C@@H]1CO,-13,0,16
COc1ccc2c3c(n(C)c2c1)[C@H](CO)N(C(C)=O)CC31CN(S(=O)(=O)c2ccccc2)C1,11,-3,6
O=C(Nc1cc(F)ccc1F)N[C@@H]1CC[C@H](CCn2cc(C3CCCC3)nn2)O[C@@H]1CO,-7,22,13
O=C(C[C@H]1C=C[C@H](NC(=O)CN2CCOCC2)[C@@H](CO)O1)NCCc1ccncc1,15,6,-3

# Some of the entries above, reformatted:
> O=C(NCCN1CCCCC1)[C@@H]1N[C@@H]2c3ccc(-c4ccccc4)c(=O)n3C[C@@H]2[C@H]1CO
  GSIS activator: 6
  PGC1a acetyl inh: 3
  LGR2 inh: 5

> C=CC(C)n1c(Br)nc2c1c(=O)[nH]c(=O)n2C (configuration not stated)
  GSIS activator: 18
  PGC1a acetyl inh: 9
  LGR2 inh: 12

# Returning to the listing, starting 2 compounds before the break.
SMILES,GSIS activator,PGC1a acetyl inh,LGR2 inh
O=C(Nc1cc(F)ccc1F)N[C@@H]1CC[C@H](CCn2cc(C3CCCC3)nn2)O[C@@H]1CO,-7,22,13
O=C(C[C@H]1C=C[C@H](NC(=O)CN2CCOCC2)[C@@H](CO)O1)NCCc1ccncc1,15,6,-3
COc1ccc2c3c(n(C)c2c1)[C@@H](CO)N(Cc1ccc(F)cc1)CC31CCN(C)CC1,-7,-8,-1
COc1ccc2c3c([nH]c2c1)[C@H](CO)NCC31CCN(C(=O)Cc2ccccc2)CC1,-5,-8,0
Cc1noc(C)c1NC(=O)Nc1cccc2c1O[C@@H](CN(C)C(=O)Nc1ccc(F)cc1)[C@@H](C)CN([C@@H](C)CO)C2=O,4,7,-13
CCCC(=O)N1CC2(C1)CN(C(=O)CC1CC1)[C@@H](CO)c1c2c2ccc(OC)cc2n1C,0,-7,-6
CO[C@H]1CN(C)C(=O)c2ccc(NC(=O)C3CCOCC3)cc2OC[C@H](C)N(Cc2nccs2)C[C@@H]1C,-5,4,20
O=C(c1cccc(F)c1)N1CC(=O)N2[C@H](CO)[C@H](c3ccc(C#Cc4ccc(F)cc4)cc3)[C@H]2C1,-14,-4,6
N#C[C@H]1[C@@H](c2ccccc2-c2cccc(F)c2)[C@@H](CO)N1C(=O)c1cccnc1,-3,-5,4
COc1ccc2c3c(n(C)c2c1)[C@H](CO)N(C(=O)C1CCC1)CC31CN(C(=O)Nc2cccc(F)c2)C1,-3,-5,14
O=C1CNC[C@H]2[C@H](c3ccc(C#CC4CCCCC4)cc3)[C@@H](CO)N12,7,3,-10
CCCNC(=O)N1CC(=O)N2[C@H](C1)[C@@H](c1ccc(C#Cc3ccc(F)cc3)cc1)[C@@H]2CO,-4,4,3
COc1ccc2c3c(n(C)c2c1)[C@@H](CO)N(C(=O)CN(C)C)CC31CCN(Cc2cccnc2)CC1,8,-6,-18
COc1ccc2c3c([nH]c2c1)[C@@H](CO)N(C(=O)c1cccc(F)c1)CC31CCN(S(=O)(=O)c2cccs2)CC1,4,-12,10
COCC#Cc1ccc([C@H]2[C@@H](CO)N3C(=O)CN(C(=O)c4cccnc4)C[C@@H]23)cc1,16,-1,0
CCCNC(=O)N1CC(=O)N2[C@H](CO)[C@@H](c3ccc(-c4ccc(F)cc4)cc3)[C@@H]2C1,-18,15,7
COc1ccc(S(=O)(=O)N(C)C[C@@H]2Oc3ccc(NC(=O)NC(C)C)cc3C(=O)N([C@H](C)CO)C[C@@H]2C)cc1,5,-5,24
COC(=O)[C@H](C)NC(=O)Nc1cccc(C)c1,5,3,6
C[C@H](CO)N1C[C@H](C)[C@@H](CN(C)Cc2ccc(C(=O)O)cc2)Oc2c(NC(=O)Nc3ccc(C(F)(F)F)cc3)cccc2C1=O,22,7,-8
COc1ccc(C#Cc2ccc([C@H]3[C@H]4CN(C(=O)Nc5ccccc5F)CC(=O)N4[C@H]3CO)cc2)cc1,-42,20,10
COc1ccc(NC(=O)N2CCC3(CC2)CN(C(=O)c2cccnc2)[C@H](CO)c2[nH]c4cc(OC)ccc4c23)cc1,-3,-3,5
CCN1CC(=O)N2[C@H](CO)[C@H](c3ccc(Br)cc3)[C@H]2C1,8,-6,-10
COc1cccc(NC(=O)N[C@H]2C=C[C@H](CC(=O)NCc3ccncn3)O[C@H]2CO)c1,8,-3,5
Cc1ccccc1-c1ccccc1[C@H]1[C@@H](C#N)N(C(=O)c2ccccc2)[C@H]1CO,-8,-13,-9
CCC(=O)N1CC2(C1)CN(Cc1cccc(OC)c1)[C@@H](CO)c1[nH]c3cc(OC)ccc3c12,-1,1,-7
O=C(C1CCC1)N1CC2(C1)[C@@H](c1ccccc1)[C@H](CO)N2C(=O)CC1CC1,8,-3,-4
C/C=C/c1ccccc1[C@@H]1[C@@H](C#N)N(C(=O)CN2CCOCC2)[C@H]1CO,8,-6,20

# Rewritten field by field: entries from further up.
> COc1ccc2c3c([nH]c2c1)[C@H](CO)NCC31CCN(C(=O)Cc2ccccc2)CC1
  GSIS activator: -5
  PGC1a acetyl inh: -8
  LGR2 inh: 0

> Cc1noc(C)c1NC(=O)Nc1cccc2c1O[C@@H](CN(C)C(=O)Nc1ccc(F)cc1)[C@@H](C)CN([C@@H](C)CO)C2=O
  GSIS activator: 4
  PGC1a acetyl inh: 7
  LGR2 inh: -13

> CCCC(=O)N1CC2(C1)CN(C(=O)CC1CC1)[C@@H](CO)c1c2c2ccc(OC)cc2n1C
  GSIS activator: 0
  PGC1a acetyl inh: -7
  LGR2 inh: -6

> CO[C@H]1CN(C)C(=O)c2ccc(NC(=O)C3CCOCC3)cc2OC[C@H](C)N(Cc2nccs2)C[C@@H]1C
  GSIS activator: -5
  PGC1a acetyl inh: 4
  LGR2 inh: 20

# An excerpt from above in order of number of heavy atoms, highest first.
SMILES,GSIS activator,PGC1a acetyl inh,LGR2 inh
COCC#Cc1ccc([C@H]2[C@@H](CO)N3C(=O)CN(C(=O)c4cccnc4)C[C@@H]23)cc1,16,-1,0
C/C=C/c1ccccc1[C@@H]1[C@@H](C#N)N(C(=O)CN2CCOCC2)[C@H]1CO,8,-6,20
COC(=O)[C@H](C)NC(=O)Nc1cccc(C)c1,5,3,6

# Further results follow:
SMILES,GSIS activator,PGC1a acetyl inh,LGR2 inh
O=C(O)CN(c1ccccc1)C1SC(=O)NC1=O (configuration not stated),4,-5,11
N#C[C@@H]1[C@H](c2ccccc2C2=CCCCC2)[C@@H](CO)N1C(=O)c1cccc(F)c1,-11,-10,20
COc1ccc(NC(=O)N2CC(=O)N3[C@H](C2)[C@@H](c2ccc(Br)cc2)[C@@H]3CO)cc1,-19,9,-5
CO[C@@H]1CN(C)C(=O)c2ccc(NC(=O)NC(C)C)cc2OC[C@@H](C)N(Cc2ccccc2)C[C@H]1C,-26,-5,26
CN(C)CC#Cc1ccc([C@@H]2[C@H](CO)N3C(=O)CN(C(=O)c4ccccc4)C[C@@H]23)cc1,11,-5,3
O=C(C1CCCC1)N1CC(=O)N2[C@H](CO)[C@H](c3ccc(C#Cc4cccc(F)c4)cc3)[C@@H]2C1,-8,-17,-9
COc1cccc(S(=O)(=O)N2CC[C@@H]3[C@@H](CO)Nc4ccc(C#Cc5cccnc5)cc4[C@@H]32)c1,-28,0,-2
O=C(CC1CC1)N1[C@@H](CO)[C@@H](c2ccccc2)C12CN(Cc1ccccc1)C2,1,-1,7
COc1ccc2c3c([nH]c2c1)[C@@H](CO)N(C(=O)C1CCOCC1)CC31CCN(C)CC1,20,2,5
CCC(=O)Nc1ccc2c(c1)OC[C@@H](C)N(CCc1ccccc1)C[C@H](C)[C@H](OC)CN(C)C2=O,-8,-3,0
COc1ccc2c3c([nH]c2c1)[C@@H](CO)N(C(=O)NC1CCCC1)CC31CCN(C(=O)Nc2cccc(F)c2)CC1,24,4,3
CCCC#Cc1ccc([C@@H]2[C@@H](CO)N3C(=O)CN(C(=O)Nc4ccccc4F)C[C@@H]23)cc1,-10,1,-1
CC(=O)N1[C@@H](CO)[C@@H](c2ccccc2)C12CN(C(=O)c1ccc3c(c1)OCO3)C2,-5,7,-9
CC=Cc1ccc2n(c1=O)C[C@H]1[C@H](CO)[C@@H](C(=O)NC3CCCC3)N(C(=O)C3CC3)[C@@H]21 (mixture of isomers),6,5,21
COc1ccc2c(c1)CCC(C)N2S(=O)(=O)c1ccc(C2CNC(=O)C2)cc1 (configuration not stated),-6,-15,19
O=C(C[C@H]1CC[C@@H](NS(=O)(=O)c2ccc(F)cc2)[C@@H](CO)O1)NCc1ccccc1F,-7,-2,2
Cc1ccccc1-c1ccccc1[C@@H]1[C@H](C#N)N(C(=O)c2cccc(F)c2)[C@H]1CO,-4,-6,11
CCS(=O)(=O)N1CC2(CN(Cc3ccc(F)cc3)[C@H](CO)c3c2c2ccc(OC)cc2n3C)C1,-33,-9,5
COc1ccc2c3c(n(C)c2c1)[C@@H](CO)N(C)CC31CCN(C(=O)C2CCC2)CC1,20,6,-11
COc1cccc(S(=O)(=O)N[C@H]2C=C[C@H](CC(=O)NCc3ccccc3)O[C@H]2CO)c1,-1,9,17
COc1cccc(-c2ccc3c(c2)[C@@H]2[C@@H](CCN2C(=O)C2CCCC2)[C@H](CO)N3)c1,8,-1,0
COc1ccc2c3c(n(C)c2c1)[C@H](CO)N(C(=O)C1CCCCC1)CC31CCN(C(=O)Nc2cccc(F)c2)CC1,6,-8,-8
N#C[C@@H]1[C@H](c2ccccc2C2=CCCC2)[C@H](CO)N1C(=O)NC1CCCCC1,-6,-19,-20
CS(=O)(=O)N1CC(=O)N2[C@H](C1)[C@@H](c1ccc(C#Cc3cccc(F)c3)cc1)[C@@H]2CO,-6,1,2
COc1ccc2c3c(n(C)c2c1)[C@H](CO)N(C(=O)Cc1ccccn1)CC31CN(Cc2ccccn2)C1,8,10,-25
COc1ccc2c3c([nH]c2c1)[C@H](CO)N(C(=O)c1ccccc1)CC31CCN(C(=O)Nc2cccc(F)c2)CC1,-8,0,17
